Source: PubChem BioAssay
POLI inh: blocks human DNA polymerase iota activity. Q9UNA4. Potency, µM (series often up to 115 µM), for the others: top-dose activity, negative = inhibition, usual class: inhibitors. Pol iota fluorescent replication assay, 10 min. AID 588590. hit rate 1% among 390,000
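Pol iota at 10 nM preincubated 15 min with compounds at room temperature; reaction started with fluorescent substrate, 50 nM final. Fluorescence read kinetically at 0 and 10 min; buffer-only wells as negative control.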
Pol beta inh: DNA polymerase beta (human) inhibition; Pol beta primer extension/strand displacement, fluorescence kinetic; Potency, µM (titrated, usually from 114 µM), without a hit: at the top dose activity change, negative = inhibition, actives largely listed as inhibitors; hit rate 1.3% among 340,000; note: % is set by controls: 0 for no effect and ±100 for the full control effect
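Human Pol beta at 10 nM; strand-displacement substrate 50 nM final. Compound exposure 15 min at room temperature before start, reaction 10 min at room temperature.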
APE1 inh: APE1 (human) endonuclease inhibition. P27695. recombinant APE1, TAMRA/BHQ-2 abasic DNA cleavage fluorescence. Potency, µM (series often up to 65.8 µM), for inactives: at the top dose activity change, negative = inhibition, hits mostly inhibitors. hit rate 0.35% among 350,000. AID 2517;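 note: plate controls were vehicle for no effect and reference inhibitor for full effect; nearly all actives have a fitted effect of over 55% in size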
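0.75 nM APE1 + cpd, 15 min RT; start w/ 50 nM TAMRA/BHQ-2 THF-abasic dsDNA; kinetic fluor 525/598 nm ×3 reads @60 s; Δ(read3−read1); normalized to DMSO and NSC13755 control wells.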
G9a block: inhibitors of human histone lysine methyltransferase G9a; Potency, µM (titrated, usually from 102 µM), for inactives: top-dose activity, negative = inhibition, hits mostly inhibitors; G9a H3K9 monomethylation, AlphaScreen, 2 h; hit rate 8.8% among 350,000; note: % is set by controls: 0 for no effect and ±100 for the full control effect; nearly all actives have a fitted effect of over 75% in size
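AlphaScreen read-out: biotin-H3K9 peptide (500 nM) methylation by 20 nM enzyme with 20 uM SAM, 2 h at room temperature after 15 min compound preincubation; anti-monomethyl H3K9 antibody plus donor/acceptor beads, 10 min dark.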
JMJD2A Tudor: blocks the human JMJD2A Tudor domain; AlphaScreen JMJD2A-Tudor / H3K4me3 peptide binding; Potency, µM (series often up to 114 µM), inactives show top-dose activity change, negative = inhibition, usual class: inhibitors; hit rate 4.4% among 390,000; AID 504339; note: % is set by controls: 0 for no effect and ±100 for the full control effect; nearly all actives have a fitted effect of over 50% in size
BAZ2B block: blocks human BAZ2B | hit rate 4.4% among 360,000 | Q9UIF8 | Potency, µM (doses to about 114 µM), for the others: at the highest dose activity change, negative = inhibition, actives largely listed as inhibitors | AlphaScreen BAZ2B-H3K14Ac peptide displacement; note: % is set by controls: 0 for no effect and ±100 for the full control effect; nearly all actives have a fitted effect of over 60% in size
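AlphaScreen luminescence quantifies BAZ2B engagement of H3K14Ac peptide; the protein and biotinylated peptide are both at 50 nM final, buffer PBS pH 7.4 with 0.01% Tween-20, all steps at room temperature.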
BLM helicase inh: Bloom syndrome helicase (human) inhibition; Potency, µM (series often up to 56.1 µM), for inactives: top-dose activity change, negative = inhibition, hits mostly inhibitors; hit rate 0.2% among 350,000; P54132; recombinant BLM DNA unwinding, fluorescence dequenching;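 note: plate controls were vehicle for no effect and no enzyme for full effect; nearly all actives have a fitted effect of over 35% in size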
Pol kappa inh: DNA polymerase kappa (human) inhibition; purified Pol kappa, fluorescent DNA synthesis assay, 10 min; Potency, µM (series often up to 107 µM), for the others: top-dose activity, negative = inhibition, most hits filed as inhibitors; hit rate 0.53% among 400,000; note: % is set by controls: 0 for no effect and ±100 for the full control effect
Target sequence (Q9UBT6 whole entry, looked up): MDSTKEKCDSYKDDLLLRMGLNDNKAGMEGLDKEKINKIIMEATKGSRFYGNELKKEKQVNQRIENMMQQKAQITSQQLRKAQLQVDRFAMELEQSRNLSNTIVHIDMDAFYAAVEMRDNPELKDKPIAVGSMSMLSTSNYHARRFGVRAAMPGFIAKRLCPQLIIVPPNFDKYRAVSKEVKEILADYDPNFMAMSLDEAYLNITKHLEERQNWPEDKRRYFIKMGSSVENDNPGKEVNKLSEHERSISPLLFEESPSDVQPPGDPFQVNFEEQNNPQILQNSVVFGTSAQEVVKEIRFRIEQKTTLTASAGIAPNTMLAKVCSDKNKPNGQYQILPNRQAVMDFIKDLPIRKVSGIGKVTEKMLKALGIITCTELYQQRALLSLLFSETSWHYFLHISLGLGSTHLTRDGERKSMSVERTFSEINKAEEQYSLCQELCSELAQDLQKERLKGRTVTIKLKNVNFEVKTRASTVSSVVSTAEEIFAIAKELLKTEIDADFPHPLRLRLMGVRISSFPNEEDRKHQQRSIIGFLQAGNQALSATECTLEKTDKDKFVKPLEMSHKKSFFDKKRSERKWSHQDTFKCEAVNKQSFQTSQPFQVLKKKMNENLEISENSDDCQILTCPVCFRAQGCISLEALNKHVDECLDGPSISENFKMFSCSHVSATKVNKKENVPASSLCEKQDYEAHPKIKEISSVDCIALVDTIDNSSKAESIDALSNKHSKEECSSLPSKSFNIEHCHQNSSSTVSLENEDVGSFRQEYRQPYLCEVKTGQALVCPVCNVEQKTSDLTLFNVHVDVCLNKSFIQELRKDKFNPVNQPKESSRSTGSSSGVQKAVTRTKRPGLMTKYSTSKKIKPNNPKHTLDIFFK
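Inhibition of 10 nM Pol kappa is measured by a fluorescent read-out at 0 and 10 min following addition of 50 nM substrate (final), with a 15-min room-temperature compound preincubation.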
POLH inh: inhibitors of human DNA polymerase eta; Q9Y253; recombinant Pol eta, fluorescent DNA replication assay; Potency, µM (top dose mostly 114 µM), for the others: at the highest dose activity change, negative = inhibition, most hits filed as inhibitors; hit rate 1.2% among 390,000; note: % is set by controls: 0 for no effect and ±100 for the full control effect
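Fluorescent replication assay: 50 nM final substrate added after a 15 min room-temperature compound preincubation with 10 nM enzyme. Signal taken at 0 min and again at 10 min.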
Active calls of the source: *; ? = inconclusive; / = not tested or not shown; & = joins results of further samples; [ ] = another dose, or the depositor's remark. Calls come from the whole dose curve; as a rule, active = well fitted curve in the direction sought with a large enough effect; inconclusive = small, poorly fitted or top-dose-only effect, or another doubt; inactive = no such curve, though single readings can be large; an effect the other way counts as inactive or inconclusive. Potency is the fitted concentration of half-maximal effect. The list is partial; count on the stated rates, not on these rows.

SMILES	POLI inh	Pol beta inh	APE1 inh	G9a block	JMJD2A Tudor	BAZ2B block	BLM helicase inh	Pol kappa inh	POLH inh
COc1cc2nc(CN3CCOCC3)n(CC(=O)N3CCCCCC3)c(=O)c2cc1OC	35%[activator]	8%	-2%	-5%[59 µM]	-11%	2%	1%	-8%	0%
COC(=O)c1ccc(NC(=O)C(=O)NCCc2sc(-c3cccc(F)c3)nc2C)cc1	39%[activator]	2%	/	2%[59 µM]	-22%	-2%	-1%	-7%[60.1 µM]	-18%
CCCSc1ccc([C@H]2N[C@@](Cc3ccccc3)(C(=O)OC)[C@H]3C(=O)N(C)C(=O)[C@@H]23)cc1	12%	/	-5%	/	-19%	/	/	-20%	-16%
Cn1ccnc1Sc1nc2c(c(=O)n(C)c(=O)n2C)n1C	16%	12%	0%	-7%	-22%	9%	-2%	-20%	-9%
CCC(=O)N1CCc2cc(S(=O)(=O)NC(C(=O)NC(C)c3ccccc3)C(C)C)ccc21 (stereo not given)	?	?	0%	2%[59 µM]	-21%	11%	-2%	1%	7%
Cc1cccc(C)c1OCc1cc(=O)n2ccsc2n1	28%	1%	/	5%[59 µM]	-8%	-11%	-2%	-17%	-6%
O=C(CCN1C(=O)c2ccccc2C1=O)Nc1nc2ccccc2s1	83%[activator]	-2%	5%	?	-3%	-1%	0%	-3%	-11%
Cc1nnc(SCc2ccc(C(=O)O)cc2)s1	7%	15%	15%	8%[12.7 µM]	-9%	5%	0%	-17%	-1%
Cc1ccc(-n2nnnc2SCc2nnc(-c3ccccc3Br)o2)cc1	?	?	-8%	31%	8%	21%	-7%	-17%	-17%
O=C(Cc1csc(-c2ccccc2)n1)NCc1ccc(F)cc1	103%[activator]	-2%[57.1 µM]	-5%	45µM*	6%	6%	-1%	-2%	-18%
O=C(NC1CCCCC1)C(c1ccc(F)cc1)N(C(=O)c1csnn1)C1CC1 (stereo not given)	?	82%	40%	22%	-3%	-8%	-3%	-18%	-5%
COc1cc(/C=N/c2oc(C)c(C)c2C#N)cc(Br)c1O	-21%	7%	5%	10µM*	?	?	-1%	-24%	2%
COc1ccc(NC(=O)c2nc(SCc3ccc(F)cc3)ncc2Cl)cc1	14%	38%	/	8%[59 µM]	-14%	-16%	-2%	-2%	2%
Cc1c(Cl)c([N+](=O)[O-])nn1CC(=O)NC1CCCCC1	4%	4%	-3%	6%[59 µM]	-14%	3%	1%	-2%	-7%
Cc1ccc(/C=N/NC(=O)CNC(=O)COc2ccc(Cl)cc2)o1	26%	?	-2%	?	4%	/	-4%	1%	-9%
COc1cccc(C(C(=O)NC2CCCC2)N(C(=O)c2ccco2)c2ccc(-n3cnnn3)c(C)c2)c1OC (stereo not given)	5%	?	6%	-11%	-13%	-2%	-2%	0%	-11%
COc1cccc(CN(CC(=O)NC2CCCC2)C(=O)Cn2nnc(-c3cccs3)n2)c1	39%[activator]	3%	-1%	-4%[59 µM]	-4%	-6%	-4%	-23%	1%
COc1ccc(NC(=O)Cn2ncc(Cl)c(Cl)c2=O)cc1S(=O)(=O)N1CCOCC1	20µM*	10µM*	?	-5%[59 µM]	-26%	?	-29%	45µM*	7.1µM*
Cc1ccccc1NS(=O)(=O)c1ccc(C(=O)OCC(=O)NCC(C)C)cc1	53%[activator]	-2%	-2%	-29%	-10%	-11%	-8%	-13%	-11%
Fc1cccc(Cn2cc(C(=S)N3CCOCC3)c3ccccc32)c1	-10%	1%	0%	?	?	?	-11%	-8%[60.1 µM]	-6%
Cn1c(=O)n(C)c2cc(CNCc3ccc(F)cc3)ccc21	4%	2%	/	-4%[59 µM]	-12%	-12%	5%	3%	-1%
COc1ccc(S(=O)(=O)NCCSCc2ccco2)cc1	-15%	?	?	-14%[12.7 µM]	-30%	50µM*	-16%	?	0%
CCCCCCSc1ccc(-c2nc3ccc(C)cn3c2NC2CCCCC2)cc1	-7%	/	34%	-5%[2.33 µM]	-25%	-33%	/	13%	-14%
CC(C)C[C@H](NC(=O)[C@H](O)[C@H](N)Cc1ccccc1)C(=O)O	7%[58.9 µM]	11%[57.1 µM]	8%	-10%[59 µM]	/	/	/	-4%[60.1 µM]	-3%[57.1 µM]
COC(=O)c1cc(OC)c(OC)cc1NC(=O)c1ccc(C)o1	20%	-6%	0%	10%[12.7 µM]	-24%	13%	2%	-10%	-16%

Further entries:
SMILES	POLI inh	Pol beta inh	APE1 inh	G9a block	JMJD2A Tudor	BAZ2B block	BLM helicase inh	Pol kappa inh	POLH inh
O=C(CSc1nccn1-c1ccc(Cl)cc1)Nc1ccc(Cl)c(Cl)c1	-7%	?	/	-11%[59 µM]	-2%	-18%	-6%	-3%[60.1 µM]	-20%
Cc1oc2cc(O)ccc2c(=O)c1Oc1ccc2ccccc2c1	28%	-5%	-1%	5%[59 µM]	17%	?	-13%	2%	-6%
Cc1cc(OCC(=O)NCCCn2ccnc2)c2c(C)cc(=O)oc2c1	46%[activator]	19%	0%	-3%[0.0925 µM]	-17%	-12%	-12%	5%	-11%
CC1=C(C(=O)NCc2ccccc2)C(c2ccccc2OCC(N)=O)NC(=O)N1 (stereo not given)	17%	-14%	-5%	9%[12.7 µM]	-12%	5%	-2%	-3%[60.1 µM]	-7%
COc1c(O)cc(O)c2c(=O)cc(-c3ccccc3)oc12	30%	/	15%	/	-18%	/	/	15%	-8%
CCOc1cc(NC(=O)c2cnccn2)c(OCC)cc1NC(=O)c1ccc(OC)cc1	/	26%	?	-20%	/	-29%	-1%	/	/
Cn1c(SC2C(=O)CC(C)(C)CC2=O)nnc1-c1ccco1	11%	21%	2%	?	-24%	-7%	-1%	2%	7%
O=C(c1cccc(S(=O)(=O)N2CCOCC2)c1)N(CCO)Cc1ccccc1	-3%	-15%	-3%	-2%[0.501 µM]	0%	?	-4%	-14%	1%
CC(=NCc1ccco1)c1c(C(F)(F)F)[nH]n(-c2nc3ccccc3s2)c1=O	2%	-1%	-4%	2%[12.7 µM]	-25%	-20%	6%	10%	-12%
CCn1c(SCC(=O)Nc2ncc(C(F)(F)F)cc2Cl)nnc1-c1ccccc1	30%	6%	1%	-25%[59 µM]	4%	-24%	-3%	1%	0%
COc1ccccc1Nc1ncnc2ccccc12	-18%	-12%	-7%	5%	20%	4%	-1%	0%	-5%
COC(=O)CCCNc1ncccc1[N+](=O)[O-]	111%[activator]	-14%	-8%	-6%	-16%	-4%	-4%	-3%	-14%
CCc1nn(CC(=O)NCCCN(CC)CC)c(=O)c2cc3sc(C)cc3n12	54%&35%[activator]	27%&10%	-3%	?	-6%&-3%	7%&3%	-6%&-3%	-11%&1%	-19%
CCN(C(=O)CN1CCN(c2cccc(C(F)(F)F)c2)CC1)c1c(N)n(Cc2ccccc2)c(=O)[nH]c1=O	73%[activator]	-1%	-6%	-7%	-16%	-3%	1%	-17%	-9%
Cc1ccc(C(NC(=O)/C=C\c2ccc3c(c2)OCO3)C(=O)Nc2ccc3c(c2)OCO3)cc1 (stereo not given)	139%[activator]	21%	1%	-17%[59 µM]	-16%	-15%	-1%	-3%	0%
Cc1ccc2c(c1)c(C)c(C)n2CC(O)CN1CCCCC1C (stereo not given)	-16%	-2%	-2%	?	?	-37%	2%	-1%	-9%
O=C(N/N=C/c1cccc(OCC(=O)N2CCCC2)c1)C(=O)Nc1ccccc1F	234%[activator]	-2%	1%	0%	-16%	-2%	4%	-1%	-12%
Nn1c(SCc2ccccc2F)nnc1-c1ccncc1	-1%[58.9 µM]	0%	2%	-2%	3%	-11%	-4%	-13%	-3%
Cc1c(S(=O)(=O)NC2CCCCCC2)c(=O)n(C)c(=O)n1C	5%	/	20%	?	-3%	11%	/	4%	0%
NS(=O)(=O)c1ccc(CCNC(=O)[C@@H]2CCCN2S(=O)(=O)c2ccccc2F)cc1	-3%	4%	0%	0%	-4%	0%	-3%	4%	-6%
O=C(NCCc1cccnc1)c1cc(COc2ccc(F)cc2Cl)on1	94%[activator]	19%	-8%	/	-7%	16%	-2%	-6%	-5%
CC(C)N(C(=O)CO/N=C/c1cccc([N+](=O)[O-])c1)C(C)C	6%	-2%	0%	-22%	-12%	-18%	6%	-18%	-1%
COc1cc(NS(=O)(=O)c2ccc3c(c2)CC(=O)N3)cc(OC)c1OC	61%[activator]	0%	/	0.35µM*	-23%	/	2%	-17%	3%
O=C(Nc1nccs1)C1CCN(S(=O)(=O)c2cnc[nH]2)CC1	-6%	1%	4%	-32%[12.7 µM]	-5%	-25%	0%	-2%	0%
COc1ccc(/C=C(/NC(=O)c2ccco2)C(=O)Nc2ccc(C(=O)O)cc2)cc1	116%[activator]	30%	17%[12.4 µM]	20%[59 µM]	1%	0%	1%	2%	-12%

Later entries
SMILES	POLI inh	Pol beta inh	APE1 inh	G9a block	JMJD2A Tudor	BAZ2B block	BLM helicase inh	Pol kappa inh	POLH inh
COc1cccc(CNC(=O)c2oc3ccc4c(c3c2C)C(=O)CC(C)(C)O4)c1OC	13%	30%	/	-24%[59 µM]	-18%	-17%	-11%	9%	/
COc1ccc(/C=C(\NC(=O)c2ccccc2)C(=O)NCCN2CCOCC2)cc1	-9%	27%	-12%	0%	-6%	11%	0%	-7%	-4%
COC(=O)[C@H](Cc1ccccc1)NC(=O)NCCC1=CCCCC1	17%	0%	-2%	?	-5%	10%	-1%	-9%	2%
COc1cc2c(cc1OC)C1(CCCCC1)CN(C)C2	9%	14%	2%	-4%[59 µM]	-6%	-31%	1%	1%	-16%
CCOC(=O)c1c(-c2ccccc2)csc1NC(=O)c1cccc(N2C(=O)CCC2=O)c1	-4%	19%	17%	/	-19%	9%	-3%	-4%	-11%
CC(=O)NC1=NC(=O)C(C)S1 (stereo not given)	9%	24%	10%	-13%[12.7 µM]	-13%	1%[57.1 µM]	-1%	-5%	-8%
Cc1cc(N(CC(=O)NC2CC2)S(C)(=O)=O)ccc1Br	-2%	12%	12%	-1%	-10%	4%	4%	-7%	-10%

Molecules above containing a nitro group on carbon (3):
SMILES	POLI inh	Pol beta inh	APE1 inh	G9a block	JMJD2A Tudor	BAZ2B block	BLM helicase inh	Pol kappa inh	POLH inh
Cc1c(Cl)c([N+](=O)[O-])nn1CC(=O)NC1CCCCC1	4%	4%	-3%	6%[59 µM]	-14%	3%	1%	-2%	-7%
COC(=O)CCCNc1ncccc1[N+](=O)[O-]	111%[activator]	-14%	-8%	-6%	-16%	-4%	-4%	-3%	-14%
CC(C)N(C(=O)CO/N=C/c1cccc([N+](=O)[O-])c1)C(C)C	6%	-2%	0%	-22%	-12%	-18%	6%	-18%	-1%
